COUP-TFII inh = NR2F2 (human) inhibition, primary screen; HEK293T NGFI-A luciferase reporter, luminescence; inhibition, % at 8.6 µM; 370,000 tested, 0.7% active; AID 686940;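 active = inhibition above a per-plate cutoff, mean inhibition of test wells between control levels plus 3 SD, cut at about 38% in these data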;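 note: cells cotransfected with COUP-TFII expression vector driving the NGFI-A reporter; 0% = median of COUP-TF2 test wells and 100% = reporter-only cells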
SRC1 inh = inhibitors of human steroid receptor coactivator 1 (SRC1); Q15788; HEK293 GAL4-SRC1 luciferase reporter, luminescence; inhibition, % at 3.6 µM; 360,000 tested, 0.12% active;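 active = inhibition above the campaign mean plus 3 SD, with each screening campaign given its own cutoff, cut at about 60% in these data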;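 note: 0% = DMSO treated cells and 100% = gossypol at 36 µM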
Target sequence (Q15788 whole entry, looked up, the tested form may be a part): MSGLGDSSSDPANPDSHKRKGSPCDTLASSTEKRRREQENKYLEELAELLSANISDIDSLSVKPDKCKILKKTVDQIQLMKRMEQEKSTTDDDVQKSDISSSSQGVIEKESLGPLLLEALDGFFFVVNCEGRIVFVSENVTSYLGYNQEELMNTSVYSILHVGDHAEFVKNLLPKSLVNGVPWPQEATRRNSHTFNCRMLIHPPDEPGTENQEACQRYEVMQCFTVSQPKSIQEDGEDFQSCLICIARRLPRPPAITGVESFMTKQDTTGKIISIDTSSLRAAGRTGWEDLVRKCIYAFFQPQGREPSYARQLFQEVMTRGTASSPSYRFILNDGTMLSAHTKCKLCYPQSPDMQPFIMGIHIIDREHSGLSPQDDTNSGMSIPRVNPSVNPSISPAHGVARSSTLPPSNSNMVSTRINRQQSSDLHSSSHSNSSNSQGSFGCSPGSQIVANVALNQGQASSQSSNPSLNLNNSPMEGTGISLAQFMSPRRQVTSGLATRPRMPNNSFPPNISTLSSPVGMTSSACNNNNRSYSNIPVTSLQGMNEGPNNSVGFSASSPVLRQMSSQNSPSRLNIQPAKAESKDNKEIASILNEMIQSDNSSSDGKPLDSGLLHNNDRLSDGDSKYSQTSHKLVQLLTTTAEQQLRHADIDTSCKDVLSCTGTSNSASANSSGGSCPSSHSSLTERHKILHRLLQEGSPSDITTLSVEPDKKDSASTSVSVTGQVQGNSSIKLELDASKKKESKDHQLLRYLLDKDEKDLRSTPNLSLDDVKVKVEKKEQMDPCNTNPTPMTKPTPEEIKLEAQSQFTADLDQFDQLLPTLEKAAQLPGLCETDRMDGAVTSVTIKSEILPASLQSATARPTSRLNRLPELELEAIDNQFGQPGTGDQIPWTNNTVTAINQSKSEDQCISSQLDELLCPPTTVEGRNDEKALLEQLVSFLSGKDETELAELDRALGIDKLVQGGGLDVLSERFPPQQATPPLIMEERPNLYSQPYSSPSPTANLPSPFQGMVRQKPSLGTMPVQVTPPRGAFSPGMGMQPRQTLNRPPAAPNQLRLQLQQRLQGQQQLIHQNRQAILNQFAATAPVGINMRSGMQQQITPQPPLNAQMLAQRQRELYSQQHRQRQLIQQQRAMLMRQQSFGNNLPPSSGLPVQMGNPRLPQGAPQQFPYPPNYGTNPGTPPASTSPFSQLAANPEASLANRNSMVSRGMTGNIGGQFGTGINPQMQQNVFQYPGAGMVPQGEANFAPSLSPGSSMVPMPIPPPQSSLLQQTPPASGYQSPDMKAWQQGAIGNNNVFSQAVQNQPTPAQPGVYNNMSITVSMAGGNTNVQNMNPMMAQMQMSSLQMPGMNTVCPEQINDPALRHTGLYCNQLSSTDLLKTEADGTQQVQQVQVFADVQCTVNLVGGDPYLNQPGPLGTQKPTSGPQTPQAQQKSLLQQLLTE
LRH-1 inv ag = NR5A2 inverse agonism in reporter assay; HEK293T StAR-luciferase reporter, LRH-1 transfected, 24 h; inhibition, % at 3.6 µM; AID 602396; 360,000 tested, 0.13% active; O00482;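 active = inhibition above the mean inhibition of all tested compounds plus 3 SD, cut at about 73% in these data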;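 note: 0% = DMSO wells and 100% = reporter-only cells lacking LRH-1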
TWEAK Fn14 block = TWEAK-Fn14 signaling inhibition; TWEAK-stimulated Fn14 reporter cells, luciferase luminescence, 8 h; inhibition, % at 10 µM; 360,000 tested, 2% active; in the data active = inhibition above about 50%
CF NFkB inh = cystic fibrosis NF-kB activation inhibition. AID 588850. 360,000 tested, 0.86% active. inhibition, % at 5 µM. KKLEB NF-kB-GFP reporter, PAF-induced, GFP fluorescence overnight;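 active = at least 50% inhibition at 5 µM, scaled per plate between neutral and stimulator controls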;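 note: PAF is a Pseudomonas aeruginosa culture filtrate used as stimulus; plate controls were PAF-stimulated DMSO wells for no effect and unstimulated DMSO wells for full effect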
KKLEB tox = CF airway cell cytotoxicity counter-screen; KKLEB CF airway cells viability, ATPlite luminescence, overnight; active compounds read low; cells stimulated with P. aeruginosa culture filtrate; activity change (cytotoxicity), % at 5 µM; 360,000 tested, 0.36% active; AID 602141;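 active = corrected activity change at or below -50% at 5 µM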
TROY NFkB inh = blocks TROY-dependent signaling in reporter cells. 360,000 tested, 0.98% active. Q293 LMP1-TROYcd NF-kB luciferase reporter, 4 h. inhibition, % at 10 µM;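 active = compounds whose plate-normalised and pattern-corrected inhibition of the luciferase reporter signal at the single screening dose is 50% or more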
C8 TRAIL sens = sensitizes caspase-8 expressing cells to TRAIL; inhibition (viability loss, TRAIL sensitization), % at 10 µM; NB7+C8 cells + TRAIL, ATPlite viability luminescence; 360,000 tested, 1% active;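 active = compounds causing at least 50% loss of cell viability in the single-dose screen, relative to plate controls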
EBV LMP1 NFkB = Epstein-Barr LMP1 NF-kappaB reporter inhibition; inhibition, % at 12.5 µM; AID 504558; 350,000 tested, 0.69% active; LMP1-induced NF-kappaB luciferase reporter cells, luminescence; in the data active = inhibition above about 41%;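 note: 0% = neutral control wells and 100% = reference inhibitor control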
SRC2 inh = inhibits human steroid receptor coactivator 2; Q15596; HEK293 GAL4-SRC2 luciferase reporter, luminescence; inhibition, % at 9 µM; 370,000 tested, 0.17% active; AID 651957;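 active = inhibition above the mean inhibition of all tested compounds plus 3 SD, set per campaign, cut at about 52% in these data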;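 note: 0% = DMSO treated cells and 100% = cells given Gossypol at 36 µM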
SRC3 inh = human NCOA3 inhibition | Q9Y6Q9 | HEK293 GAL4-SRC3 luciferase reporter, luminescence | inhibition, % at 3.6 µM | 360,000 tested, 0.17% active | AID 588352;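 active = inhibition above a per-campaign cutoff, the mean of all compounds plus 3 SD, cut at about 60% in these data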;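 note: 0% = DMSO-treated cells and 100% = gossypol-treated cells at 36 µM; higher means less SRC3-driven luciferase light from the GAL4 reporter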
* = called active by the depositor; x = no result given; & = joins results of further samples.

SMILES	COUP-TFII inh	SRC1 inh	LRH-1 inv ag	TWEAK Fn14 block	CF NFkB inh	KKLEB tox	TROY NFkB inh	C8 TRAIL sens	EBV LMP1 NFkB	SRC2 inh	SRC3 inh
CCOC(=O)[C@H]1[C@H]2COc3ccc(Cl)cc3[C@@H]2N2C(=O)CN(Cc3ccc(OC)cc3)C(=O)[C@@]12C	-16	-7	-29	-5	12	-13	5	6	1	-20	-7
O=C1NN(c2ccccc2)C(=O)/C1=C/c1ccc(-c2ccc(C(=O)O)cc2)o1	11	-11	14	-4	10	-3	2	-16	9	-13	1
CC(=O)c1cccc(NC(=O)CCc2nnc3ccc(N4CCN(C)CC4)nn23)c1	16	-11	4	-1	1	0	-3	-8	-4	-10	-3
O=C(O)CCCCCCCCc1cn(Cc2ccc(C(=O)c3ccccc3)cc2)nn1	-1	-4	-3	-11	49	-28	23	34	18	-11	3
O=C(c1cccc([N+](=O)[O-])c1)N1CCCN(C(=O)c2cccc([N+](=O)[O-])c2)CC1	-2	1	-4	37	7	6	-10	17	2	4	-4
CCOc1ccc(NC(=O)N2CCCC2C(=O)NCc2ccco2)cc1 (centres undefined)	-21	-18	1	-11	-2	-7	2	10	-1	-2	-13
C=C(C)C(=O)Nc1cccc(C2=NOC3(C2)C[C@@H](C(N)=O)N(C(=O)[C@H]2CCC(=O)N2)C3)c1 (some centres undefined)	-2	-5	11	2	6	22	-11	5	1	8	0
Cc1ccc(C2(C)NC(=O)N(CC(=O)NNC(=O)c3ccoc3C)C2=O)cc1 (centres undefined)	-4	-31	-14	13	5	0	-5	1	-1	-11	-1
Cc1cc(NS(=O)(=O)c2ccc(NC(=O)CCCOc3ccccc3C)cc2)no1	-12	2	-1	2	-5	1	-7	-3	-6	-21	-6
CCOc1ccc(OCCC(=O)OCC(=O)c2c(N)n(C)c(=O)n(C)c2=O)cc1	1	0	0	-9	-20	8	24	0	-2	-19	-1
CCOC(=O)NC(Nc1sc2c(c1C(=O)OC)CCN(C)C2)(C(F)(F)F)C(F)(F)F	14	-5	-26	-8	-21	15	2	-13	-4	-25	8
COc1ccc(-c2coc3cc4oc(=O)c5ccccc5c4cc23)cc1F	-2	-57	19	-29	3	-44	1	20	12	2	9
Cc1ccc(NNC(=O)c2c(F)cccc2Cl)cc1C	-8	-3	-10	-4	5	-5	-8	-8	-4	-6	-6
COc1ccc(C(=O)C2CCCN(C(=O)c3cccc(Cl)c3F)C2)cc1OC (centres undefined)	5	13	-1	-14	7	-6	-6	5	-2	15	-5
COc1ccccc1/C=C1/SC(=O)N(CCC(=O)Nc2ccc(S(=O)(=O)Nc3nccs3)cc2)C1=O	11	-5	-27	-4	-8	20	-33	3	1	1	-14
C=C(C)CNC(=O)c1ccc(OC2CCN(C(=O)COC)CC2)cc1	0	6	2	-8	13	-9	-21	8	-11	7	15
O=C(NCCNc1nccc(C(F)(F)F)n1)c1cccs1	-19	14	-3	-12	-21	-1	13	-25	-2	-2	2
Nc1nonc1-n1nnc(C(=O)O)c1-c1cccs1	10	-11	3	-5	18	8	10	7	2	-13	-33
COc1ccc(S(=O)(=O)N(C)c2ccc(C(=O)N3CCOCC3)cc2)cc1	0	10	6	-7	-29	24	1	6	-1	-16	15
COc1ccc2c(c1)OC1(C)CC2C(C(=O)c2ccccc2OC)C(=O)N1 (centres undefined)	5	2	-25	4	-20	1	0	1	2	-9	0
COc1ccccc1C(=O)N/C(=C/c1ccc(Br)cc1)C(=O)N1CCOCC1	-13	-18	-14	-7	-14	-7	7	-1	6	-5	9
CCOC(=O)C(=O)/C(C#N)=C/Nc1ccc(F)cc1	4	4	-13	-4	3	4	-8	-11	-7	8	3
CCOCCOC(=O)c1ccc(-n2cncn2)nc1	1	6	12	-1	9	-4	-3	-4	-3	5	24
Cc1cccc(NC(=O)CN(C)C(=O)c2ccc3ccccc3n2)c1C	-8	-59	12	-26	3	-2	-70	-12	-9	-10	0
Cn1nc(C(F)(F)F)c(-c2cccc(C(F)(F)F)c2)c1NC(=O)c1ccco1	1	-1	12	-37	16	-1	-11	7	1	-4	30
(continued)
SMILES	COUP-TFII inh	SRC1 inh	LRH-1 inv ag	TWEAK Fn14 block	CF NFkB inh	KKLEB tox	TROY NFkB inh	C8 TRAIL sens	EBV LMP1 NFkB	SRC2 inh	SRC3 inh
Cn1c(=O)c(S(=O)C2CCCCC2)c(O)c2ccccc21 (centres undefined)	-15	-15	-1	15	-8	-8	3	-3	-6	7	2
Cc1ccc(S(=O)(=O)Nc2cc(C)c(O)cc2C)cc1	8	4	10	-12	0	0	-1	4	-7	0	10
CN(C(=O)COC(=O)/C=C/c1ccc2ccccc2n1)c1c(N)n(Cc2ccccc2)c(=O)[nH]c1=O	7	-18	23	7	37	-1	-5	-18	-39	3	7
O=C(OCC(=O)N1CCCc2ccccc21)c1ccc(Br)o1	-4	8	3	28	6	6	x	-12	4	14	0
CCC(/C=C1\Oc2ccc(OC)cc2N1C)=C\c1sc2ccccc2[n+]1CCCS(=O)(=O)[O-]	-7	1	9	6	-14	3	1	12	-3	12	-20
Cc1nc2c(C(=O)NCCc3ccccc3Cl)c[nH]n2c(=O)c1Cl	19	-29	17	-4	-7	14	-11	0	1	-2	-9
O=c1[nH]c(=S)[nH]c2c1C(c1ccc(F)cc1)OC(C1CCCCC1)C2 (centres undefined)	4	3	12	9	4	-17	9	8	x	13	14
CCN(CC)c1ccc(NC(=O)COC(=O)CCC(=O)c2ccc(F)cc2)cc1	-6	-7	0	-11	21	2	1	-4	-1	-10	3
COc1ccc(CC(=O)Nc2ccc(C(=O)O)cc2NC(=O)Cc2ccc(OC)cc2)cc1	20	19	9	10	-12	-2	12	-3	-4	-6	0
COC(=O)c1sccc1NC(=O)Nc1ccc(Cl)c(Cl)c1	-13	-60	-80	-44	-3	-13	-85	-11	-7	-44	-72
CN1CCn2cnc(C(=O)NCc3ccccc3)c2C1=O	-7	-8	2	3	8	-8	-8	4	-8	-13	-8
Cc1ccc(C)c(NC(=O)CCC(=O)NN=C2CCCC2)c1	20	-18	-12	-10	-34	20	1	16	-14	-3	-24
Cc1c(NC(C)c2cc(Cl)ccc2O)c(=O)n(-c2ccccc2)n1C (centres undefined)	-2	-2	12	-2	-5	5	1	-2	-1	-6	-30
OC1CCN(Cc2ccc(OCc3ccccc3)cc2)CC1	-46	-75	-116	37	3	-3	32	-4	4	-21	-112
CCN(CC(=O)Nc1cc(Cl)ccc1Cl)C(=O)c1ccc(-n2cccn2)cc1	-16	-31	-37	-1	1	-18	-12	1	-2	-24	-11
CC1CC1C(=O)OCC(=O)Nc1cccc(F)c1 (centres undefined)	-21	-21	-31	-2	-11	6	-28	16	-5	8	-6
Cc1nc2ccc(NC(=O)Cc3ccsc3)cc2s1	-38	-103	-98	-9	6	8	-68	22	-14	-55	-58
CCN(CC)CCCNC1=C(Cl)C(=O)c2ccccc2C1=O	10	4	23	20	65*	-2	27	94*	5	5	7
CC(=O)Nc1ccc(NC(=O)CSc2nnc(-c3cccs3)n2N)cc1	-15	5	5	0	3	11	-11	6	2	-14	-22
COc1cccc(OCC(O)CNC(=O)c2oc3ccc(C)cc3c2C)c1 (centres undefined)	4	-17	1	-8	6	-5	-2	-20	-15	14	-10
Cc1c(NC(=O)CSc2nc(-c3ccco3)cc(C(F)(F)F)n2)c(=O)n(-c2ccccc2)n1C	6	-9	18	-10	18	0	9	-6	0	10	9
O=C(O)c1ccnc(Cl)c1	2	9	5	-16	8	-9	-23	-6	-1	-3	14
COc1ccc(S(=O)(=O)Nc2cccc3c2O[C@H](CN(C)C(=O)Nc2c(C)noc2C)[C@@H](C)CN([C@H](C)CO)C3=O)cc1	18	5	-7	-3	-17	8	-3	1	13	-4	10
Cc1ccc(S(=O)(=O)NC2=C(N3CCN(c4ccccc4F)CC3)C(=O)c3ccccc3C2=O)cc1	-24&-20	-33&-11	-40&-32	-3&9	3&-4	-8&-1	-48&-35	21&-1	-3&-15	-33&-31	-37&-9
CCOC(=O)CCNCc1ccc(F)cc1	-5	-17	16	9	-22	12	5	7	-4	0	-3
Cc1nc2ccccn2c1CN(C)C(=O)C1CCC(=O)N(CCc2cccc(F)c2)C1 (centres undefined)	-10	-22	4	-8	-5	1	-46	-11	12	-22	-4
CCn1cc(CNC(=O)/C=C/c2cnn(C)c2)c(C)n1	15	-5	-4	-22	-12	20	-6	1	0	9	14

Twelve entries from above, in markdown:
| SMILES | COUP-TFII inh | SRC1 inh | LRH-1 inv ag | TWEAK Fn14 block | CF NFkB inh | KKLEB tox | TROY NFkB inh | C8 TRAIL sens | EBV LMP1 NFkB | SRC2 inh | SRC3 inh |
| --- | --- | --- | --- | --- | --- | --- | --- | --- | --- | --- | --- |
| Cc1ccc(C)c(NC(=O)CCC(=O)NN=C2CCCC2)c1 | 20 | -18 | -12 | -10 | -34 | 20 | 1 | 16 | -14 | -3 | -24 |
| Cc1c(NC(C)c2cc(Cl)ccc2O)c(=O)n(-c2ccccc2)n1C (centres undefined) | -2 | -2 | 12 | -2 | -5 | 5 | 1 | -2 | -1 | -6 | -30 |
| OC1CCN(Cc2ccc(OCc3ccccc3)cc2)CC1 | -46 | -75 | -116 | 37 | 3 | -3 | 32 | -4 | 4 | -21 | -112 |
| CCN(CC(=O)Nc1cc(Cl)ccc1Cl)C(=O)c1ccc(-n2cccn2)cc1 | -16 | -31 | -37 | -1 | 1 | -18 | -12 | 1 | -2 | -24 | -11 |
| CC1CC1C(=O)OCC(=O)Nc1cccc(F)c1 (centres undefined) | -21 | -21 | -31 | -2 | -11 | 6 | -28 | 16 | -5 | 8 | -6 |
| Cc1nc2ccc(NC(=O)Cc3ccsc3)cc2s1 | -38 | -103 | -98 | -9 | 6 | 8 | -68 | 22 | -14 | -55 | -58 |
| CCN(CC)CCCNC1=C(Cl)C(=O)c2ccccc2C1=O | 10 | 4 | 23 | 20 | 65* | -2 | 27 | 94* | 5 | 5 | 7 |
| CC(=O)Nc1ccc(NC(=O)CSc2nnc(-c3cccs3)n2N)cc1 | -15 | 5 | 5 | 0 | 3 | 11 | -11 | 6 | 2 | -14 | -22 |
| COc1cccc(OCC(O)CNC(=O)c2oc3ccc(C)cc3c2C)c1 (centres undefined) | 4 | -17 | 1 | -8 | 6 | -5 | -2 | -20 | -15 | 14 | -10 |
| Cc1c(NC(=O)CSc2nc(-c3ccco3)cc(C(F)(F)F)n2)c(=O)n(-c2ccccc2)n1C | 6 | -9 | 18 | -10 | 18 | 0 | 9 | -6 | 0 | 10 | 9 |
| O=C(O)c1ccnc(Cl)c1 | 2 | 9 | 5 | -16 | 8 | -9 | -23 | -6 | -1 | -3 | 14 |
| COc1ccc(S(=O)(=O)Nc2cccc3c2O[C@H](CN(C)C(=O)Nc2c(C)noc2C)[C@@H](C)CN([C@H](C)CO)C3=O)cc1 | 18 | 5 | -7 | -3 | -17 | 8 | -3 | 1 | 13 | -4 | 10 |

Source: PubChem BioAssay (several laboratories)
